High-throughput results deposited in PubChem BioAssay by several laboratories.
FadD28 FP inh – inhibitors of FadD28 bisubstrate probe binding, primary screen, biochemical, fluorescence polarization, single point. inhibition, % at 12.5 µM. 360,000 compounds, 0.22% hits; in the data active means inhibition above about 8.5%, passing the limit was not always enough; inconclusive means no clear call, values can overlap the other calls
Mtb BioA inh – M. tuberculosis BioA enzyme inhibitors, primary screen, biochemical, plate reader, single point, HTS; purified M. tuberculosis BioA enzyme; inhibition, % at 9.99 µM; AID 602481, 2012; 360,000 compounds, 0.096% hits; 7,8-diaminopelargonic acid synthase BioA (Mycobacterium tuberculosis); in the data active means inhibition above about 40%; inconclusive means no clear call, values can overlap the other calls
GDH-TPI inh – GDH-TPI coupling enzyme inhibitors, primary screen, artefact control for M. tuberculosis FBA inhibitor project, biochemical, absorbance, full deck | GDH-TPI coupled enzyme counterscreen, NADH absorbance | inhibition, % at 4.8 µM | 360,000 compounds, 1.2% hits; in the data active means inhibition above about 30%;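 further: 0% = DMSO wells and 100% = wells lacking the enzyme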
Anthrax LF inh2 – Bacillus anthracis LF protease inhibitors, primary screen, biochemical, multiplex microsphere, MLPCN library; Lethal factor (Bacillus anthracis), P15917; multiplex microsphere protease cleavage assay; inhibition, % at 10 µM; 360,000 compounds, 0.12% hits; AID 588501, 2011; further: plate controls were buffer without enzyme for full effect and enzyme alone for no effect
Target sequence (P15917 whole entry, looked up): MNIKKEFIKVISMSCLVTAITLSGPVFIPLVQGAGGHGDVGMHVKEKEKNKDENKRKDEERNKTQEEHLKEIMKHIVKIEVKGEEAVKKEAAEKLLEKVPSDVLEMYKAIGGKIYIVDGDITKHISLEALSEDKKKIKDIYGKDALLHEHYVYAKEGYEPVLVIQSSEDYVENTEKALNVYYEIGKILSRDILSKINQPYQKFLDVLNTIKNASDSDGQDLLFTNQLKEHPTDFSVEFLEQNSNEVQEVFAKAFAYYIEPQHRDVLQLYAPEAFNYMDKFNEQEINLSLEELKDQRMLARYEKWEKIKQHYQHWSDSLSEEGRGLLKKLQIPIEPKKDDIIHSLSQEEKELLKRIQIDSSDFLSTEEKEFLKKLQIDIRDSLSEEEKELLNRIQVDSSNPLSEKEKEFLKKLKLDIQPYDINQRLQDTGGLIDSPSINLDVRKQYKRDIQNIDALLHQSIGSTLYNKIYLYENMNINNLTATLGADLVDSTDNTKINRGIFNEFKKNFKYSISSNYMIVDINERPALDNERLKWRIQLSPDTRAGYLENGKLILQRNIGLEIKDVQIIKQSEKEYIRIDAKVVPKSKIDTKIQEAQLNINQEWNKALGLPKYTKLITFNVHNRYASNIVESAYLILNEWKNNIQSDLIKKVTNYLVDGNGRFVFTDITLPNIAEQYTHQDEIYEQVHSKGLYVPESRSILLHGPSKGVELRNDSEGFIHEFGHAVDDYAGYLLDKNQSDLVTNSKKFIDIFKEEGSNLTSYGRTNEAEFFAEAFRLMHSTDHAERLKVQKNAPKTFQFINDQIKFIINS
BoNT F protease – BoNT/F light chain protease inhibitors, primary screen, biochemical, flow cytometry, MLPCN library; Botulinum neurotoxin type F light chain protease (Clostridium botulinum); Multiplex microsphere protease cleavage assay; inhibition, % at 10 µM; 360,000 compounds, 0.22% hits; in the data active means inhibition above about 35%, passing the limit was not always enough; inconclusive means no clear call, values can overlap the other calls; further: plate controls were buffer without enzyme for full effect and enzyme alone for no effect
FBA Mtb inh – Mtb FBA enzyme inhibitors, primary screen, biochemical, fluorescence, strain H37Rv | purified M. tuberculosis FBA, fluorescence read-out | inhibition, % at 1 µM | 360,000 compounds, 2.3% hits | AID 588726, 2011; in the data active means inhibition above about 27%;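 further: 0% = vehicle and 100% = reference inhibitor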
BoNT A protease – BoNT/A light chain protease inhibitors, primary screen, biochemical, flow cytometry, MLPCN library | Botulinum neurotoxin type A light chain protease (Clostridium botulinum A str. ATCC 3502) | multiplex microsphere protease substrate cleavage | inhibition, % at 10 µM | 360,000 compounds, 0.17% hits | AID 588499, 2011; further: plate controls were buffer without enzyme for full effect and enzyme alone for no effect
UGM FP inh – M. tuberculosis UGM enzyme inhibitors, primary screen, biochemical, fluorescence polarization, single point | purified UGM, fluorescence polarization probe displacement | inhibition, % at 10 µM | 320,000 compounds, 0.06% hits; in the data active means inhibition above about 10%, passing the limit was not always enough; inconclusive means no clear call, values can overlap the other calls
PfHsp40 rescue – rescue of yeast from PfHsp40 toxicity, primary screen, S. cerevisiae, ATP luminescence; S. cerevisiae expressing PfHsp40, growth rescue; growth rescue, % at 12.5 µM; 340,000 compounds, 0.68% hits; AID 504582, 2011; in the data active means growth rescue above about 28%, passing the limit was not always enough; inconclusive means no clear call, values can overlap the other calls;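 further: yeast W303a lacking pdr1 and pdr3 grown in galactose medium; growth measured after three days at 30 °C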
* = called active by the depositor; ? = inconclusive; / = no result given. Unless noted, no stated cut-off is given here; in the data, active means inhibition above about 30%; inconclusive means no clear call, values can overlap the other calls; inactive means below that.

SMILES	FadD28 FP inh	Mtb BioA inh	GDH-TPI inh	Anthrax LF inh2	BoNT F protease	FBA Mtb inh	BoNT A protease	UGM FP inh	PfHsp40 rescue
C=C(Br)Cn1c(CCCC)nc2ccccc21	-0.6	-0.9	-5	-1	0	3	0.5	-0.5	0.5
NP(=O)(Oc1ccccc1Cl)Oc1ccccc1Cl	-0.9	/	-2	-2	-1	-4	0.9	5.2	-2.2
O=C(NCc1ccco1)c1cc(-c2cccs2)on1	-2.8	-2.4	5	-6	-5	1	-1.1	-0.3	-0.2
Cc1ccc(NC(=S)N(CCN(C)C)Cc2cc3cccc(C)c3[nH]c2=O)cc1	-3.4	8.2	10	0	2	1	0.2	-1.4	-0.9
O=c1oc(-c2ccc(F)cc2)nc2ccsc12	-2.4	-0.8	6	/	/	0	/	-1.6	-0.3
Cn1c(Cc2cccs2)nnc1SCC(=O)N1CCc2ccccc21	-3.0	1.0	-3	-2	?	1	-0.8	-0.9	-0.9
CC(C)Sc1nnc(-c2c[nH]c3ccccc23)n1C	0.1	0.8	-6	-7	-7	0	-0.7	-1.8	-0.6
Cc1nc(NC2CCCC2)sc1C(=O)N(C)C	-2.7	0.1	0	4	-6	1	-0.5	-2.9	-0.2
O=C(Cn1ccc(=O)[nH]c1=O)Nc1ccc(O)c([N+](=O)[O-])c1	-2.2	1.8	15	2	-2	-3	-0.2	/	-0.4
O=C(O)CSc1ccc(S(=O)(=O)N2CCCC2)cn1	-2.2	-0.6	-2	/	/	-1	/	/	-0.2
COc1ccc(CNC(C)C(=O)Nc2ccc3ccccc3c2)cc1OC (configuration not stated)	-2.4	/	-1	-5	-2	2	0.8	-0.6	-0.5
CC1CCCN(c2ccc(C(=O)NCc3ccc4c(c3)OCO4)cc2[N+](=O)[O-])C1 (configuration not stated)	-0.7	/	16	0	0	0	0.1	0.1	3.5
CC(=O)Nc1ccc(NC(=O)CC(NC(=O)c2ccccc2)c2ccccc2)cc1 (configuration not stated)	/	-0.3	7	15	3	-1	1.3	0.4	-0.3
CC1CCN(c2oc(-c3cccc4ccccc34)nc2C#N)CC1	0.0	-1.4	5	-1	-3	2	-0.3	-0.3	-0.9
O=C(O)c1ccccc1N/N=C\c1ccnc2ccccc12	11*	/	13	5	-3	-1	1.1	-3.0	-2.6
CCOC(=O)c1cccc(N2C(=O)C3C(C2=O)C2C=CC3C23CC3)c1 (configuration not stated)	0.6	0.4	-2	4	-1	2	-0.3	-2.0	-0.1
CC(C)Cn1cnc2c1c(=O)n(CC(O)c1ccccc1)c(=O)n2CC(C)C (configuration not stated)	-1.1	1.4	11	-5	1	1	0.3	-3.0	-0.9
CCN(Cc1ccccc1)S(=O)(=O)c1ccc(S(=O)(=O)N(Cc2cccc(OC)c2)CC2CCCO2)cc1 (configuration not stated)	0.1	-0.9	8	-6	-15	-1	-1.1	-2.9	-1.0
CCOC(=O)c1sc(NC(=O)CSc2nncn2C)nc1C	-0.8	/	16	-1	-1	-2	-1.1	-1.2	0.8
CCOC(=O)C1=C(COC(=O)c2cccc(NC(C)=O)c2)NC(=O)NC1C (configuration not stated)	-0.9	1.9	-1	2	6	-2	1.5	4.5	0.0
Cc1[nH]n(-c2ccccc2)c(=O)c1/C=N/NC(=O)C(C)C	-0.2	-2.0	10	-8	-2	-5	-1.5	0.8	0.3
Cc1nnsc1C(=O)Nc1ccc(Cl)cc1	-0.6	2.6	10	-2	0	1	2.9	0.3	-0.3
COc1ccc2c(c1)c1c(n2C(C)=O)C(OC(C)=O)=NCC1	-0.5	-4.0	14	-6	-2	21	-0.4	0.1	-0.4
CC(C)C[C@@H](CO)N1CCN(CCCc2ccccc2)CCC1=O	-3.3	-0.7	5	-7	4	0	-0.2	-0.5	-0.3
O=C(CNCc1ccco1)Nc1ccccc1-n1cccc1	-1.8	/	11	-2	-12	0	-0.7	-0.1	-1.0
Next part
SMILES	FadD28 FP inh	Mtb BioA inh	GDH-TPI inh	Anthrax LF inh2	BoNT F protease	FBA Mtb inh	BoNT A protease	UGM FP inh	PfHsp40 rescue
COc1ccc(S(=O)(=O)N2CCN(CC(=O)Nc3cc(C(F)(F)F)ccc3Cl)CC2)cc1	-5.4	-0.6	5	-2	-10	1	-0.2	2.5	0.0
CC(C)(C)NC(=O)c1ccnc(C(C)(C)C)c1	1.1	-6.2	8	-19	20	0	18	-4.7	-0.8
NC(=O)C1CCN(C(=O)OCc2ccccc2)CC1	-1.6	/	-7	0	-2	1	-0.3	0.5	-0.5
CCOc1ccc(CN(CCO)CCO)cc1C(=O)OC	0.3	-1.1	-1	-5	-14	-2	-1.2	0.1	0.6
O=C(CCCN1C(=O)/C(=C\c2ccco2)SC1=S)Nc1ccc(O)cc1C(=O)O	40*	0.3	10	2	-10	6	-1.5	-0.1	-0.6
CN(NC(=O)c1ccccc1)c1ncc(C(F)(F)F)cc1Cl	-0.5	-3.0	-3	/	/	1	/	-2.4	/
CC1(c2ccc3ccccc3c2)NC(=O)N(CC(=O)NCC(C)(C)N2CCOCC2)C1=O (configuration not stated)	-2.1	-1.3	6	0	5	-3	3.6	/	0.9
COC(=O)C1=C(C)NC(=O)NC1c1ccccc1Cl (configuration not stated)	-2.4	-0.7	1	0	-6	0	0.2	-2.2	-0.8
CCOc1ccccc1OCC(=O)Nc1ccc2[nH]c(=O)[nH]c2c1	-3.0	-1.0	-3	2	-1	-1	-0.4	-0.3	-0.4
COc1ccc(-c2cc(C)no2)cc1S(=O)(=O)N(C)c1ccc(C)c(C)c1	0.4	-0.2	6	-1	-8	1	-0.9	2.1	3.0
CC(OC(=O)c1cccc(-n2cnnn2)c1)C(=O)NCc1ccccc1 (configuration not stated)	-3.4	-1.0	-3	-3	-4	2	1.2	-3.3	0.5
CC/C(=N/O)c1cnnc(SC)n1	-1.6	-0.4	19	-2	3	1	-0.1	-1.8	-0.9
Cc1ccc(-n2c(SCC(=O)NCC3CCCO3)nc3ccccc3c2=O)cc1 (configuration not stated)	0.2	4.9	13	-2	4	-2	0.3	-0.4	0.2
COc1cc(OC)nc(Nc2nc(C(N)Cc3ccc(F)cc3)cs2)n1 (configuration not stated)	-8.0	-1.1	-3	-6	-15	-1	-0.1	/	/
O=C(COC(=O)c1cnccn1)c1ccc([N+](=O)[O-])cc1	-0.2	0.5	-2	-7	1	-2	0.4	2.6	0.3
CCOC(=O)Cn1nc(C)c(NC(=O)COc2ccc([N+](=O)[O-])c(C)c2)c1C	-2.7	/	16	2	-1	1	-0.4	2.4	-1.4
COC(=O)c1ccc(N2OC3(C)C=CC2CC3)cc1 (configuration not stated)	-2.6	-1.0	8	4	4	-1	0.5	0.7	0.8
Cc1ccc2cc(CCNC(=O)c3cc4ccccc4o3)c(=O)[nH]c2c1C	-2.7	0.5	23	10	-3	2	-0.4	1.8	-0.2
CCc1ccc(C(=O)O)cc1	-0.9	-1.3	-3	-6	-4	-1	-1.2	-0.9	-0.8
CC1(C)CC(=O)C=C(NCCN2CCN(C(=O)Nc3ccccc3)CC2)C1	-1.5	0.7	9	/	/	0	/	-0.3	-1.5
O=C(COC(=O)/C=C/c1ccc2ccccc2n1)NNC(=O)c1ccccc1	-4.1	-1.1	-1	1	-6	2	-0.2	/	/
CN(C)/C=C/C(=O)c1ccccc1OCc1cnc(Cl)s1	-3.8	/	-3	-1	2	-1	-0.1	0.1	1.1
CN(C)C(=O)N1CCC(C(=O)NCc2ccccc2Cl)CC1	-1.2	/	18	-9	-8	-1	-1.4	-1.5	0.0
O=C(NCc1ccccc1)C(c1ccco1)N(C(=O)c1ccccn1)c1ccc(F)cc1 (configuration not stated)	0.5	/	-3	-2	-5	1	0.3	-1.4	-0.3
COC(=O)c1ccccc1NC(=O)COC(=O)C1CCCCC1	0.1	-0.9	11	-6	4	1	-0.2	0.4	-1.5

Compounds shown so far with an NH in an aromatic ring, in the order listed:
SMILES	FadD28 FP inh	Mtb BioA inh	GDH-TPI inh	Anthrax LF inh2	BoNT F protease	FBA Mtb inh	BoNT A protease	UGM FP inh	PfHsp40 rescue
Cc1ccc(NC(=S)N(CCN(C)C)Cc2cc3cccc(C)c3[nH]c2=O)cc1	-3.4	8.2	10	0	2	1	0.2	-1.4	-0.9
CC(C)Sc1nnc(-c2c[nH]c3ccccc23)n1C	0.1	0.8	-6	-7	-7	0	-0.7	-1.8	-0.6
O=C(Cn1ccc(=O)[nH]c1=O)Nc1ccc(O)c([N+](=O)[O-])c1	-2.2	1.8	15	2	-2	-3	-0.2	/	-0.4
Cc1[nH]n(-c2ccccc2)c(=O)c1/C=N/NC(=O)C(C)C	-0.2	-2.0	10	-8	-2	-5	-1.5	0.8	0.3
CCOc1ccccc1OCC(=O)Nc1ccc2[nH]c(=O)[nH]c2c1	-3.0	-1.0	-3	2	-1	-1	-0.4	-0.3	-0.4
Cc1ccc2cc(CCNC(=O)c3cc4ccccc4o3)c(=O)[nH]c2c1C	-2.7	0.5	23	10	-3	2	-0.4	1.8	-0.2

Next records follow.
SMILES	FadD28 FP inh	Mtb BioA inh	GDH-TPI inh	Anthrax LF inh2	BoNT F protease	FBA Mtb inh	BoNT A protease	UGM FP inh	PfHsp40 rescue
Cc1ccccc1C(=O)NNC1=NCCC1	0.2	-0.6	7	0	-1	-1	-1.3	-1.4	0.5
Cc1ccc(-n2ncc(C(=O)Nc3ccc(Cl)cc3)c2C2CCNCC2)cc1C	-4.8	0.9	2	-2	-9	-1	1.0	-2.6	-0.8
COc1ccc(-c2cccc(N3CCN(c4ccccn4)CC3)n2)cc1OC	-1.4	-1.8	16	2	-1	8	0.2	/	/
CC(C)[C@H](NC(=O)c1ccc(Cl)cc1Cl)C(=O)NNc1cccc(C(=O)O)c1	-2.7	/	5	3	-3	-2	0.2	4.7	1.5
O=C(/C=C/c1ccc(Cl)cc1)NC(=S)N1C[C@H]2C[C@H](C1)c1cccc(=O)n1C2	-4.0	1.0	1	-3	-8	-1	0.1	1.0	0.8
COc1ccc(OC)c(/C=C/C(=O)c2ccc3c(c2)OCCO3)c1	-2.0	-0.3	15	-4	?	0	3.7	-0.6	1.7
CC(C)(C)OC(=O)N(CCc1ccccc1)Cc1ccc(OCc2cccc(NC(=O)C3CC3)c2)cc1	-3.5	-0.5	-4	-5	5	-1	0.1	/	-1.8
Cc1cc(NC(=O)c2cccs2)n(-c2nc3ccccc3[nH]2)n1	-1.6	/	13	-1	-3	0	0.7	0.0	-1.2
COc1ccc(S(=O)(=O)N(C)C)cc1NC(=O)COC(=O)Cn1cnc2ccccc2c1=O	-0.8	-0.8	6	5	-5	5	-1.7	-3.1	-0.2
O=Cc1cn(Cc2ccc([N+](=O)[O-])cc2)c2ccccc12	-2.9	/	1	0	4	0	1.5	0.6	1.4
COc1cccc(NS(=O)(=O)c2ccc3c(c2)NC(=O)CC(=O)N3)c1	-0.3	0.6	9	-2	3	-4	0.7	0.4	1.2
Cc1ccc(CNC(=O)CCS(=O)(=O)c2cc3c(cc2Cl)NC(=O)CO3)o1	0.8	-1.6	2	5	5	3	0.5	/	-0.4
CCOc1ncccc1C(=O)OCC(=O)Nc1ccc(C(C)C)cc1	-1.1	/	3	-1	-1	-1	-0.3	-0.1	0.0
Cc1ccc(O)c(C(=O)c2cnc3c(c2)c(=O)n(C)c(=O)n3C)c1	-0.4	/	6	2	2	2	-1.3	-2.1	-0.9
CCC(=O)Nc1c2c(nn1-c1ccc(F)cc1)CS(=O)C2 (configuration not stated)	0.8	0.8	12	6	2	5	0.1	-0.5	-0.5
O=C(NCc1ccccn1)c1ccc(CNS(=O)(=O)c2ccc(F)cc2)cc1	0.6	/	4	-2	-4	-1	0.6	-0.6	-0.7
O=C(CCC(=O)NNC(=O)COc1ccccc1)NCc1ccccc1	-0.9	-0.2	15	0	4	1	0.3	-2.3	-0.4
